# Pemphigus Ab inh: blocks pemphigus antibody binding to human desmoglein-3; DSG3-coupled beads, scFv-anti-DSG3-GFP binding, flow cytometry; stronger effect = lower value; binding (percent of control), % at 10 µM; 310,000 tested, 0.48% active; AID 588358;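 active means binding more than 3 SD below its plate's average and above zero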;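 further: hits lower antibody fragment binding to DSG3; some compounds called inactive have numbers as strong as hits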
# PKA-R1A act: PKA-R1A complex activation | P00514+P68181 | PKA-R1A dissociation, Cy5-IP20 fluorescence polarization; scaled: DMSO 0%, 113 µM cGMP 100% | activation, % at 11.4 µM | 340,000 tested, 0.083% active | AID 504707;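 active means percent activation above the mean of all tested compounds plus 3 SD, cut at about 19% in these data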;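 further: higher means more PKAc released from R1A so a rise in polarization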
# phage Ecoli inh: E. coli growth loss with phage present; growth absorbance; inhibition, % at 11.9 µM; 360,000 tested, 0.26% active; in the data active means inhibition above about 11%
# OPRM1-OPRD1 inv: inverse agonists of human mu-delta opioid receptor heterodimerization. P35372+P41143. cell-based MOR-DOR heterodimer luminescence, inverse agonism. inhibition, % at 9.3 µM. 340,000 tested, 0.21% active; in the data active means inhibition above about 22%, passing the limit was not always enough;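 further: 0% = cells with DMSO and 100% = wells without cells with DMSO; values of inactives mirror those of a sister screen read the other way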
# Target sequence (P35372 whole entry, looked up): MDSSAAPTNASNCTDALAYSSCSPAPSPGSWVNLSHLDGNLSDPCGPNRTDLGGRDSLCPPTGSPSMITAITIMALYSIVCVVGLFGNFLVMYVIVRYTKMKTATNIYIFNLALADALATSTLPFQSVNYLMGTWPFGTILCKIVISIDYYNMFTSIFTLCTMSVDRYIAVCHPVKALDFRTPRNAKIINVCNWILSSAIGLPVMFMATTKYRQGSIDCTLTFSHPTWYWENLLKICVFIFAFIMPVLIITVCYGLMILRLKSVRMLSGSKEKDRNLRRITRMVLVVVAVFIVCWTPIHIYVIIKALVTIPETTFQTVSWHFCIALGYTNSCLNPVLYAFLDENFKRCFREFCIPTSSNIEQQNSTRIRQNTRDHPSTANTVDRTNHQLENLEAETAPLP
# Target sequence (P41143 whole entry, looked up): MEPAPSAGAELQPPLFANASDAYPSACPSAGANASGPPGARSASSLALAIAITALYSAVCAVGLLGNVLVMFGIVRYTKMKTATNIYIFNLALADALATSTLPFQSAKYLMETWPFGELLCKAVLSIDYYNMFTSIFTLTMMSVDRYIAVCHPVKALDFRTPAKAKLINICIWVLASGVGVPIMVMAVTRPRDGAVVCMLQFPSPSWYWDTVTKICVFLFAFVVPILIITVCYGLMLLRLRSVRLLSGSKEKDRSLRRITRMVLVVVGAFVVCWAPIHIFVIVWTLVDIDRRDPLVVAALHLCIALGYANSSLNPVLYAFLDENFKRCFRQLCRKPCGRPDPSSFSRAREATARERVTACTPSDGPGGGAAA
# Tat export inh: inhibitors of E. coli Tat protein transport. E. coli MC4100 TorA-mCherry Tat export, fluorescence. inhibition, % at 10 µM. 340,000 tested, 0.036% active. AID 488895;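 active means mean replicate inhibition at least 50% and at least half of replicates individually reaching 50%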;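 further: exported cargo escapes ClpAP degradation while cytoplasmic cargo is degraded and loses fluorescence; 0% = median of neutral control wells and 100% = median of NaSCN control wells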
# Arr AP2 block: blocks beta-arrestin peptide binding to AP2 adaptin; FITC-arrestin peptide / GST-AP2 beads, flow cytometry; AP2 beta2 appendage carries R879A mutation; inhibition, % at 10 µM; 340,000 tested, 0.31% active;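 active means inhibition above a set limit, near 3 SD of compounds lacking own fluorescence, cut at about 54% in these data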;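 further: plate controls were DMSO wells for no effect and 5 µM unlabelled arrestin peptide for full effect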
#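 System: GST-AP2 R879A glutathione beads; medium: PBS, Tween 20 0.05%, BSA 0.1%; reagent: fluorescein-tagged arrestin peptide at 50 nM final; schedule: pre-incubation 12 min, peptide binding 1 h, room temperature; detection: flow cytometry, FL1 (488/535 nm); read-out: inhibition as reduced fluorescein signal on beads, percent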
# AddAB inh: less growth of phage-infected E. coli with AddAB; E. coli expressing H. pylori AddAB, absorbance growth; inhibition, % at 11.9 µM; 330,000 tested, 0.29% active; in the data active means inhibition above about 12%;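 further: 0% = vehicle wells of infected cells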
# Ecoli viability: reduces bacterial viability in AddAB counter-screen; inhibition, % at 11.9 µM; E. coli V3065 growth, OD600 absorbance, 18 h; 330,000 tested, 0.27% active;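 active means inhibition above the campaign's mean inhibition across all tested compounds plus 3 SD, cut at about 9.9% in these data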;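 further: uninfected addAB+ strain grown without phage in ampicillin broth; 0% = DMSO wells and 100% = ciprofloxacin 0.95 µg/ml wells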
# PfHsp90 set2: growth inhibition of yeast expressing Plasmodium Hsp90; 310,000 tested, 0.32% active; inhibition, % at 9.4 µM; AID 504621; S. cerevisiae expressing PfHsp90, BacTiter-Glo ATP, 48 h; yeast lacking PDR1 and PDR3 efflux regulators;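 active means every replicate shows inhibition above about 80%, whatever the replicate mean, limit read from the data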;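 further: 0% = DMSO neutral controls and 100% = 20 µM radicicol positive controls; yeast relying on Plasmodium falciparum Hsp90 in place of its own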
# MOR-DOR ag: OPRM1-OPRD1 heterodimerization agonism. 340,000 tested, 0.3% active. activation, % at 9.3 µM. P35372+P41143. cells, luminescence. AID 504326; in the data active means activation above about 18%;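 further: 0% = vehicle-treated cells and 100% = reference agonist; values of inactives mirror those of a sister screen read the other way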
# Mot1-301 SUMO: blocks SUMOylation pathway, rescuing yeast Mot1-301 growth | S. cerevisiae Mot1-301 growth rescue, ATP luminescence, 38.5C; percent above DMSO median, 100 means doubled | growth rescue, % at 18.8 µM | 320,000 tested, 1% active | AID 2716;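 active means every valid replicate shows activation above 250% relative to neutral control wells; inactive means the rest, any valid replicate at or below 250%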;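 further: OY570 slx delta 5 strain wells were the positive control but not used for scaling; some compounds called inactive have numbers as strong as hits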
# Starred values were filed as active, the others as inactive; . = no result given; & = joins results of further samples. An unsorted share of the library; 2.8% or so of the library scored in one or more.
SMILES,Pemphigus Ab inh,PKA-R1A act,phage Ecoli inh,OPRM1-OPRD1 inv,Tat export inh,Arr AP2 block,AddAB inh,Ecoli viability,PfHsp90 set2,MOR-DOR ag,Mot1-301 SUMO
O=C1c2cccnc2C(=O)N1Cc1ccc(S(=O)(=O)NCc2ccco2)cc1,.,2,2.4,15,-1,-3,0.1,-0.6,8,-2.9,-4
CCc1c(C)nc2ncnn2c1NCCc1ccccc1,103,-9,2.0,-11,6,2,0.7,-1.8,54,2.1,-12
O=C(N/N=C1\CCCc2ccccc21)c1cccc(Br)c1,103,3,4.8,-7,5,-3,-0.9,1.7,5,1.2,-1
COc1ccc(CC2c3cc(OC)c(OC)cc3CC[N+]2(C)CCC(=O)OCCCCCOC(=O)CC[N+]2(C)CCc3cc(OC)c(OC)cc3C2Cc2ccc(OC)c(OC)c2)cc1OC (centres undefined),113,-7,2.2,8,-15,2,-1.4,-0.3,2,-1.4,936
O=C(Cc1ccccc1)NCCS(=O)(=O)N1CCN(c2ccccc2)CC1,88,-13,0.7,-2,-2,-5,-0.9,-1.0,-13,0.3,155
Cc1ccc(C(=O)NC(=S)N(C)Cc2ccccc2)cc1,108,-2,-2.1,13,10,3,-4.3,-6.1,-3,-2.5,-17
O=C(Cc1ccccc1)NNC(=O)c1cnccn1,100,-5,-0.4,8,-7,2,-3.5,-3.0,14,-1.3,45
Cc1csc(NC(=O)CSc2[nH]c(=O)ncc2C)n1,108,-1,3.2,11,0,-5,4.5,-0.9,.,-1.7,-9
CN(CC(=O)Nc1ccc(F)cc1)C(=O)CSc1nc2ncc(Cl)cc2[nH]1,124,-14,2.9,1,-3,5,-0.1,-2.2,.,-0.2,7
O=C(Nc1ccc(N2C(=O)C3C4C=CC(C4)C3C2=O)cc1)Nc1nnc(C(F)(F)F)s1 (centres undefined),100,-9,5.0,5,-6,-3,5.1,1.4,34,-0.8,964
COc1ccccc1-n1cnnc1SCC(=O)Nc1ccccc1,91,-8,0.2,15,-2,35,3.9,0.9,-11,-2.7,34
CC1CCCC(C)N1C(=O)COC(=O)c1ccc(Br)c(S(=O)(=O)N2CCOCC2)c1 (centres undefined),91,-11,0.5,11,-2,-16,1.5,-1.6,-26,-2.2,6
O=C(Cc1ccccc1)c1ccc(N2CCOCC2)cc1,107,-8,-0.5,6,3,3,.,.,10,-1.3,.
NCCCC[C@H](NC(=O)C1CCNCC1)c1nnc([C@@H](N)Cc2ccc(O)cc2)o1,96,-3,3.3,13,-4,-5,7.8,0.7,1,-2.8,-10
COc1cccc(C(=O)Cn2c(=N)n(C)c3ccccc32)c1,105,-5,2.7,2,2,-3,-1.1,0.3,13,-0.3,-1
CCc1cccc(C)c1N(C(=O)Cn1c(COC)nc2ccccc21)C(C)COC (centres undefined),101,-5,-13,.,13,17,1.7,0.8,-20,.,27
CC(=O)Oc1ccc(C2=NN(c3ccccc3)C(c3ccccc3)C2)cc1 (centres undefined),93,-2,2.0,-3,-9,-12,0.0,-1.7,-19,0.5,6
Cc1ccc2c(c1)c1nnc(SCC(=O)N3CCN(c4ccc(F)cc4)CC3)nc1n2CC(=O)O,97,-7,1.1,9,-4,-5,0.9,1.2,20,-1.4,11
Cc1cccc(C)c1OCCOCCN1CCN(C)CC1,91&103,1&-7,2.4&2.6,17&-1,-4&-5,22&6,0.9,-2.1,-8&-19,-3.4&0.1,-7
CCOC(=O)C1CCN(C(=O)CCCNC(=O)Cn2cnc3sc(C)c(C)c3c2=O)CC1,.,5,3.8,3,-5,-1,0.5,-1.8,-34,-0.5,-3
Cc1ccc(CNC(=O)COC(=O)c2cnc(C)cn2)cc1,102,-11,2.5,-4,0,6,4.7,2.9,-4,0.7,-26
Cn1cc(/C=C2\SC(=S)N(NC(=O)c3cccc(Cl)c3)C2=O)c2ccccc21,87,-6,3.4,4,-4,-2,.,.,2,-0.7,.
COC(=O)c1cc(CN2C(=O)c3ccccc3C2=O)c(O)c([N+](=O)[O-])c1,105,3,0.9,9,-2,-6,0.0,1.7,-25,-1.9,-17
CCCCCc1nnc(NC(=O)Cc2cccs2)s1,.,1,2.5,-31,3,8,2.8,0.0,.,5.3,.
CC(=O)Oc1ccc2nc(CN3C(=O)c4ccc([N+](=O)[O-])cc4C3=O)oc(=O)c2c1,91,-1,6.0,-24,-1,8,-0.7,-0.9,3,3.9,10
CCc1noc(C)c1C(=O)N1CCCC1,101,-7,.,1,-4,33,1.2,1.7,-15,-0.3,14
COc1ccc(-c2ccc(=O)n(Cc3c(F)cccc3Cl)n2)cc1,106,-12,2.1,-1,4,-8,0.9,0.2,-24,0.3,-23
CCc1sc(C(=O)Nc2ccc(OC)c(S(=O)(=O)N3CCOCC3)c2)cc1C,108,-9,1.1,1,2,-15,-0.8,-0.6,15,-0.2,-3
CN(C)CCNC(C(=O)Nc1cccc(C(F)(F)F)c1)c1ccccc1 (centres undefined),106,-8,-1.9,2,-3,16,-1.1,-2.9,-10,-0.5,-13
COc1c2occc2c(OC)c2c(=O)cc(C)oc12,106,-5,3.5,7,-10,-6,0.6,1.2,-4,-1.2,2&17
CCOC(=O)c1c(C)[nH]c(C)c1S(=O)(=O)NCCc1ccco1,104,3,0.6,12,7,11,2.0,-0.9,9,-2.3,-14
Cc1csc(Sc2ccc(C(=O)OCC(=O)Nc3ccc(F)cc3[N+](=O)[O-])cc2[N+](=O)[O-])n1,99,-7,3.2,6,-6,0,3.7,-0.2,-5,-0.8,-13
CCCN1Cc2cccc(C(=O)NCc3ccccc3)c2C1=O,102,-4,0.1,1,-9,2,2.6,-0.1,4,-0.2,-20
CCO/C=C1/C(=O)N(Cc2ccccc2)C(=O)c2ccccc21,.,-6,2.8,-4,-3,25,0.8,1.1,-6,0.9,-7
CCOC(=O)Cn1cc([N+](=O)[O-])c(OC)n1,100,-7,1.3,17,1,1,2.9,0.3,11,-3.8,6
CCC(c1nnnn1Cc1cccs1)N1CCN(C(=O)c2ccco2)CC1 (centres undefined),104,-1,3.2,9,-5,4,-0.6,-1.0,-22,-1.8,-1
Cc1cc(Cn2ccnc2)c(C)c([N+](=O)[O-])c1Cn1ccnc1,99,6,0.9,21,3,-10,0.8,1.6,-2,-4.6,-24
O=C(CN1CCN(Cc2ccccc2)CC1)N1CCN(c2ccccc2)CC1,.,3,2.4,18,1,4,-0.3,-0.6,-17,-3.7,4
CC(=O)Nc1ccc(S(=O)(=O)NC(CC(=O)NCCc2ccccc2)C(C)C)cc1 (centres undefined),105,2,-3.0,0,-6,19,-0.3,1.2,8,0.0,-6
CCOC(=O)N1CCN(c2c(NCCCN(CC)Cc3ccccc3)c(=O)c2=O)CC1,95,0,-0.6,7,22,12,0.3,1.0,-16,-1.3,-10
O=C(Nc1ccccc1F)Nc1cccnc1Cl,103,3,1.3,7,-4,25,5.4,1.1,0,-1.4,-6
CCOC(=O)Cc1nc2cc(Cl)ccc2o1,100,11,4.1,2,-4,9,1.5,3.3,11,-0.4,-19
C=CCNC(=S)Nc1ccc(C)cc1[N+](=O)[O-],127,1,1.1,-2,11,20,-1.4,0.2,8,0.4,-11
CCN(CC)S(=O)(=O)c1ccc(/C(O)=C2/C(=O)C(=O)N(CCOC)C2c2ccccc2)cc1 (centres undefined),.,-4,0.8,7,-6,-12,-0.1,2.0,7,-1.8,4
CC(=O)c1cccc(NC(=O)c2ccc(OCc3c(C)noc3C)cc2)c1,.,2,-1.5,2,9,-5,-0.9,0.9,-10,-0.6,25
CC1CC(C)CN(CCCSc2ccccc2)C1 (centres undefined),.,-6,1.7,4,-1,1,1.5,1.6,13,-0.8,.
COc1cc(C=O)ccc1Oc1nc(Nc2ccc(F)cc2F)nc(N2CCOCC2)n1,101,.,0.2,.,0,7,0.7,-0.1,-6,.,334*
CCOC(=O)C1CCCN(C(=O)Cn2ncc3c([nH]c4ccc(C)cc43)c2=O)C1 (centres undefined),103,0,0.9,7,-2,25,0.9,-1.8,-4,-1.5,-12
O=S1(=O)CCN(OCc2ccc(F)cc2Cl)CC1,102,7,2.2,4,-7,0,-1.4,-1.4,20,-0.8,13
O=C(Cn1nc(-c2ccccc2)ccc1=O)NCCN1CCN(c2cccc(Cl)c2)CC1,97,-14,0.6,6,-8,-2,1.5,-1.7,1,-1.0,17
Cc1nc(Nc2nc3ccccc3o2)nc(C)c1C(=O)Nc1ccc(F)cc1,103,-9,1.9,6,-3,-2,-0.5,2.9,31,-1.2,4
NC(=O)C1(N2CCCCC2)CCN(C(=O)CSc2nc3ccccc3s2)CC1,108,-7,2.1,6,7,26,3.6,2.1,.,-1.2,-4
CCCCCNC(=O)CC1Nc2c3ccccc3nc(=S)n2C1=O (centres undefined),105,-1,-0.3,19,-6,-7,1.5,-1.1,20,-4.3,14
CC(=O)Nc1ccc2ccc3cccc4ccc1c2c34,97,-1,2.9,-6,-8,-4,0.1,-2.0,.,1.3,-10
COc1ccc2c(c1OC)C(=O)OC2Nn1cncn1 (centres undefined),97,-16,2.0,13,2,-11,-1.3,1.0,.,-2.4,-9
CC(=O)NC(Cc1ccccc1)C(=O)NC1CCN(C(=O)c2ccc([N+](=O)[O-])cc2)CC1 (centres undefined),98,-15,1.1,7,-2,5,5.0,-0.4,-10,-1.4,1
O=C(NC(=S)Nc1cccc2cc(O)ccc12)c1ccccc1Br,108,3,2.9,9,12,3,-1.5,5.5,5,-1.7,-17
COc1ccccc1-c1noc(-c2ccccc2)n1,.,-3,0.7,-5,6,3,2.5,-1.4,.,1.1,-5
Cc1occc1C(=O)N/N=C/c1ccc[nH]1,108,-4,2.0,9,-5,-12,1.8,1.3,22,-1.8,5
Cc1ccc(N(C(=O)C(F)(F)F)C(C(=O)NC2CCCCC2)c2ccncc2)cc1C (centres undefined),85,-5,4.6,6,-2,5,-1.9,-3.2,5,-0.9,-11
CC(=O)N1CC(C)Sc2ccc(S(=O)(=O)NCc3ccc(F)cc3)cc21 (centres undefined),92,-8,-0.3,2,-2,13,0.4,1.1,23,-0.3,-12

# Screens as filed in PubChem.
